Tau fluor counter – counter-screen for tau fibril formation inhibitors; Potency, µM (highest dose often 57.7 µM), without a hit: top-dose activity change, negative = decrease; AID 1463; tau K18 P301L Alexa594 fluorescence, heparin fibrillization; 280,000 tested, 0.93% active; note: % is set by controls: 0 for no effect and ±100 for the full control effect; nearly all actives have a fitted effect of over 55% in size
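Human tau K18 P301L (15 uM unlabeled, 0.24 uM Alexa 594-labeled) in 100 mM sodium acetate pH 7 with 20 uM heparin, 6 hr at 37 C. ThT 30 uM added, 1 hr ambient; Alexa 594 FP and total fluorescence read at 555/632 nm.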
HTT ATP protect – cytoprotection in Huntington HTT-Q103 PC12 cell model. 230,000 tested, 0.14% active. PC12 HTT-Q103 induced, cytoprotection, ATP luminescence, 40 h. Potency, µM (top dose mostly 56.4 µM), inactives show cytoprotection (ATP increase), usual class: activators;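 note: % of control where 0% means no effect; nearly all actives have a fitted effect of over 45% in size; toxic huntingtin expression switched on by the ecdysone agonist tebufenozide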
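Compounds were screened for protection of PC12 cells against cell death after tebufenozide induction (100 nM final) of mutant Huntingtin exon 1 (Q103) fused to GFP.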
JMJD2E inh – blocks human JMJD2E demethylase activity; B2RXH2; JMJD2E catalytic domain, FDH-coupled NADH fluorescence (FDH is formaldehyde dehydrogenase); Potency, µM (doses to about 57.1 µM), inactives show at the top dose activity change, negative = inhibition, most hits filed as inhibitors; 230,000 tested, 1.6% active; AID 2147; active = well fitted inhibition curve with a large enough effect, not every such curve was filed as active; inconclusive = small, poorly fitted or top-dose-only effect, or another doubt; inactive = no such curve, though single readings can be large or run the other way;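 note: 0% = wells with enzyme and -100% = buffer wells without enzyme; nearly all actives have a fitted effect of over 50% in size; many of its hits are not listed in these tables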
Target sequence (B2RXH2 1-337 limits assumed): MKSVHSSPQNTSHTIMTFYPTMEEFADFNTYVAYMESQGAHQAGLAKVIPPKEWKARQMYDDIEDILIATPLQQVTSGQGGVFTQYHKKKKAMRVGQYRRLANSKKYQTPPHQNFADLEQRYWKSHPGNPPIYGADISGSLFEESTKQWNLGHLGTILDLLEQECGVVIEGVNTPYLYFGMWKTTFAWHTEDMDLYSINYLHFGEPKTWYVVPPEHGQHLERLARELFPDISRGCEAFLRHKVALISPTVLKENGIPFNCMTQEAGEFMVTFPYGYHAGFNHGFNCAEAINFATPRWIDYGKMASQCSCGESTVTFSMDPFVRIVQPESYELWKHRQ
HTT aggregate – inhibitors of mutant huntingtin aggregate formation in PC12 cells; AID 1688; Potency, µM (series often up to 46.1 µM), for inactives: top-dose activity change, negative = inhibition, usual class: inhibitors; 220,000 tested, 1.1% active; PC12 HttQ103-GFP aggregates, Acumen cytometry, 40 h; note: % is set by controls: 0 for no effect and ±100 for the full control effect; nearly all actives have a fitted effect of over 60% in size
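PC12 cells with ecdysone-inducible HTT exon1 Q103-GFP, induced by 100 nM tebufenozide, given compounds in a concentration series. GFP aggregates (1–25 um, 6 SD above background) counted in lysates by laser-scanning cytometry, 488 nm excitation.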
SMN2 splice enh – enhancers of SMN2 splice variant expression; Potency, µM (titrated, usually from 46.1 µM), for inactives: at the top dose activity change, positive = activation, hits mostly activators; 210,000 tested, 2.8% active; HEK293 SMN2-luciferase splicing reporter, luminescence, 30-36 h; AID 1458; note: % of control where 0% means no effect; nearly all actives have a fitted effect of over 55% in size
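qHTS luciferase splicing reporter: luminescence rises when SMN2 exon 7 is included in transfected HEK293 cells. Compound exposure lasted 30-36 h at 37C, with 4.5 mM final sodium butyrate as control, followed by a ONE-Glo read.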
Tau fibril ThT – inhibitors of human tau fibril formation, thioflavin T binding | P10636 | recombinant tau K18 P301L (four-repeat tau fragment), heparin-induced fibrillization, ThT fluorescence | Potency, µM (titrated, usually from 57.4 µM), inactives show at the highest dose activity, negative = inhibition, hits mostly inhibitors | 270,000 tested, 2.1% active; note: % is set by controls: 0 for no effect and ±100 for the full control effect; nearly all actives have a fitted effect of over 55% in size
Target sequence (P10636 561-689 P618L limits assumed): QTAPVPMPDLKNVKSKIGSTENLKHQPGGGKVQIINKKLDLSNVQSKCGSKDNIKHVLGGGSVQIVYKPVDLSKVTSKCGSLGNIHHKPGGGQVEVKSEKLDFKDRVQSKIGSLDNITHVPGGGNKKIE
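In this qHTS, human K18 P301L tau is incubated with compound and heparin for 6 hr at 37 C, and Thioflavin T fluorescence then reports fibril load.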
Tau FP inhib – inhibitors of human tau fibril formation | 280,000 tested, 0.39% active | Potency, µM (highest dose often 57.7 µM), for inactives: at the top dose activity, negative = inhibition, hits mostly inhibitors | K18 P301L tau heparin fibrillization, Alexa594 FP, 6 h | P10636; note: % is set by controls: 0 for no effect and ±100 for the full control effect; nearly all actives have a fitted effect of over 55% in size
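Recombinant K18 P301L […], labeled with Alexa 594 at 0.24 uM over 15 uM unlabeled; heparin inducer 20 uM final; 37 C, 6 hr; FP endpoint.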
ALDH1A1 inh – ALDH1A1 (human) enzyme inhibition | Purified ALDH1A1, NADH fluorescence, propionaldehyde substrate | Potency, µM (top dose mostly 75.3 µM), for inactives: at the top dose activity, negative = inhibition, usual class: inhibitors | P00352 | 220,000 tested, 7.3% active; active = well fitted inhibition curve with a large enough effect, not every such curve was filed as active; inconclusive = small, poorly fitted or top-dose-only effect, or another doubt; inactive = no such curve, though single readings can be large or run the other way;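 note: plate controls were no enzyme wells and a reference inhibitor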
Target sequence (P00352 whole entry, looked up): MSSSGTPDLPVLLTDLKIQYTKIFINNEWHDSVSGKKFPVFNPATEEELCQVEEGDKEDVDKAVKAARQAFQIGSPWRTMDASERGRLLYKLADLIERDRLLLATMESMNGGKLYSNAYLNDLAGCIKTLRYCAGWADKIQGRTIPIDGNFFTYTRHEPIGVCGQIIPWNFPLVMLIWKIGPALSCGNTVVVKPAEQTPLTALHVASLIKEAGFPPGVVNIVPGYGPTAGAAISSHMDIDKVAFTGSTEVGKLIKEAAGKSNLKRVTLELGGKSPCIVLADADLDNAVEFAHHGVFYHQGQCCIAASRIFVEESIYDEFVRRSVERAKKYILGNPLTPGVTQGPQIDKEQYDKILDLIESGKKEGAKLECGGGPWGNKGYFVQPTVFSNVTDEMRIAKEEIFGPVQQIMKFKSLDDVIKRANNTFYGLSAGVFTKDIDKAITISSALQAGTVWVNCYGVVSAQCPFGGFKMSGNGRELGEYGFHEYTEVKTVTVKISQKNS
The depositor's hits bear a star; ? = inconclusive; nt = no result given; & = joins results of further samples; [ ] = dose if it differs, or a comment. Unless noted, calls come from the whole dose curve; as a rule, active = well fitted curve in the direction sought with a large enough effect; inconclusive = small, poorly fitted or top-dose-only effect, or another doubt; inactive = no such curve, though single readings can be large; an effect the other way counts as inactive or inconclusive. Potency is the fitted concentration of half-maximal effect. Some of the compounds tested; rates above refer to the full screens.

Values in the order: Tau fluor counter, HTT ATP protect, JMJD2E inh, HTT aggregate, SMN2 splice enh, Tau fibril ThT, Tau FP inhib, ALDH1A1 inh
- Cc1cc(C=C2C(=O)N(C)C(=S)N(C)C2=O)c(C)n1-c1cccnc1
  6.1%, 9.1%[10 µM], -3.2%, 32.9%, -5.6%, ?, 8.4%, 11.2µM*
- O=C(COc1ccccc1)N1CCN(CC2CC3C=CC2C3)CC1 (configuration not stated)
  3.6%, 7.4%[10 µM], ?, -21.6%, 10.2%, -6.3%, 8.2%, -8.6%
- CCn1c(O)c(C=NCCN2CCOCC2)c(=O)[nH]c1=S
  6.8%, -10.0%[10 µM], 8.2%, 4.3%[9.22 µM], nt, -4.3%, -1.8%, nt
- CN1CCN(C(=O)COc2ccc(S(=O)(=O)NCc3ccccc3)cc2Cl)CC1
  -6.0%, 1.9%, -0.2%, 4.7%, -5.5%, -10.8%, -1.9%, 0.0%
- CC(=O)Nc1ccc(OC(=O)c2ccccc2N)cc1
  -6.3%, -2.6%[1.9 µM], ?, -1.7%, -3.5%, -8.0%, 10.1%, ?
- CC(=NCCC1=CCCCC1)c1c(O)n(C)c(=O)n(C)c1=O
  -2.7%, -5.0%, -0.9%, 18.3%, -58.2%[inhibitor], -3.6%, 4.8%, ?
- COC(=O)C1C/C(=N\NS(=O)(=O)c2ccc(C)cc2)c2sccc2C1 (configuration not stated)
  -28.2%, 36.8%[10 µM], 2.8%, -6.8%, 5.8%, ?, 9.5%, ?
- O=C(C(=O)N1CCC2(CC1)OCCO2)c1c[nH]c2ccccc12
  -1.2%, -4.0%, 9.0%, -2.6%, -24.8%, 5.0%, 2.5%, -1.4%
- CCN1C[C@]2(C)CC[C@H](OC)[C@]34C5C[C@@H]6CC[C@@](O)(C5C(=O)O6)C(C13)[C@@H](OC(=O)c1ccccc1)C24
  -2.6%, 0.9%, 7.9%, nt, 2.6%, -0.2%, 1.9%, 2.6%
- O=P(Nc1ccccc1)(Nc1ccccc1)Oc1cccc(Cl)c1
  -18.0%, -21.3%, 2.6%, -20.7%, -3.6%, -8.5%, -2.4%, 6.4%
- O=C(Cc1ccccc1)N1CCN(CC2CC3C=CC2C3)CC1 (configuration not stated)
  3.5%, 4.6%[10 µM], ?, -10.0%, -3.6%, -4.9%, 0.7%, -14.6%
- C[Se]C[C@H](N)C(=O)O
  -18.0%, nt, 17.8µM*, nt, ?, ?, -7.2%, ?
- CC[N+](C)(CC)CCC[n+]1c(-c2ccccc2)c2cc(N)ccc2c2ccc(N)cc21
  ?, -75.9%[inhibitor], ?, nt, -13.7%, 1.26µM*, 6.31µM*, -0.4%
- Cc1cccc(N2C(=O)NC(=O)/C(=C\C=C\c3ccco3)C2=O)c1
  -4.9%, -29.1%[10 µM], -12.4%, 25.6%[9.22 µM], nt, 10µM*, ?, nt
- N#Cc1c(Cl)nc(Cl)c2c1CCN(Cc1ccccc1)C2
  -12.3%, nt, ?, 3.7%, 6.0%, ?, -3.4%, ?
- COc1ccc(/C=C/C(=O)Nc2ccc(C)cc2)cc1
  -22.4%, nt, nt, nt, ?, 12.4%, ?, nt
- O=C1NC(=O)N(c2ccccc2)C(=O)/C1=C\c1ccc([N+](=O)[O-])o1
  ?, 13.0%[10 µM], ?, -13.6%[9.22 µM], nt, 17.8µM*, ?, ?
- CCC(=O)OC1CCC2C3CCC4=CC(=O)CC[C@@]4(C)C3CC[C@]12C (some centres not stated)
  -11.1%, 9.1%, 4.1%, nt, -4.3%, ?, 7.1%, -10.6%
- O=C1c2ccccc2NC(c2ccccc2O)N1NS(=O)(=O)c1ccccc1 (configuration not stated)
  -9.8%, -38.0%[inhibitor], ?, 8.6%, nt, -1.6%, -3.9%, ?
- CCc1ccc(NC(=O)CN2CC(c3ccccc3)CC2=O)cc1 (configuration not stated)
  -23.4%, -4.3%[10 µM], 0.1%, 1.6%[9.22 µM], nt, -13.9%, 7.1%, nt
- CCc1ccc(-n2c(O)c(C(C)=O)c(=O)[nH]c2=O)cc1 (tested in a mixture with another compound)
  -0.6%, 16.2%[10 µM], 4.7%, 5.2%[9.22 µM], nt, -0.9%, 0.0%, nt
- Cn1c(O)c(C=NCCN2CCOCC2)c(=O)n(C)c1=S
  -4.5%, -13.0%[10 µM], 0.7%, -2.2%[9.22 µM], nt, nt, 11.1%, nt
- CCCCn1c(=O)c(C(=O)Nc2nnc(C(C)C)s2)c(O)c2ccccc21
  4.8%, nt, 3.3%, nt, -1.0%, -2.8%, -2.2%, 11.0%
- O=c1c(C=NCc2cccs2)c(O)n(C2CCCCC2)c(=O)n1C1CCCCC1
  -7.1%, -28.3%, -0.1%, -0.2%[9.22 µM], -16.6%, -10.9%, -1.2%, 4.9%
- CCN(CC)c1ccc(CNCCc2ccccc2F)cc1
  -12.8%, -23.4%[10 µM], 6.4%, -0.2%, -15.1%, -6.6%, 5.6%, -8.5%
- CC(N)Cc1c[nH]c2ccc(OCc3cccs3)cc12 (configuration not stated)
  -10.7%&-22.8%, -25.3%, -0.9%, nt, 12.8%&-36.3%, -3.5%&-8.4%, 12.2%&6.9%, 8.2%&-10.6%
- CCOc1cc(C=C2C(=O)NC(=O)NC2=O)cc([N+](=O)[O-])c1O
  -3.9%, -3.1%[10 µM], 7.7%, -3.2%[9.22 µM], -4.0%, ?, ?, 28.2µM*
- O=c1[nH]c(=O)n(C2CCCCCC2)c(O)c1C=NCc1cccnc1
  4.4%, -0.7%[10 µM], 2.1%, 7.2%[9.22 µM], nt, 4.1%, 2.7%, nt
- Cc1ccc(S(=O)(=O)N(CC(=O)NCCSc2ccc(Cl)cc2)c2ccccc2C)cc1
  -26.2%, nt, nt, nt, -37.4%[inhibitor], -4.3%, -3.8%, nt
- O=C1c2ccccc2C(=O)N1Cc1nc2ccccc2c(=O)n1-c1ccccn1
  4.3%, 0.9%, 4.0%, -6.0%, 17.7%, 4.5%, 2.5%, 1.6%
- CCC1C2Cn3c(nc4ccccc43)C1N(C)O2 (configuration not stated)
  18.7%, 3.0%[10 µM], 2.6%, -19.8%[9.22 µM], nt, 13.6%, 0.6%, nt
- CCN1C[C@]2(C)CC[C@H](O)[C@@]34C5C[C@@H]6[C@@H](OC)C[C@@](O)(C5[C@H]6O)[C@@H](CC23)[C@@H]14 (some centres not stated)
  -1.9%&-3.2%, 11.0%, 1.0%, nt, -3.3%, -4.2%&-4.2%, -3.9%&-0.4%, -11.5%&-0.5%
- CCN1CCC2(CC1)NC(CO)(CO)CO2
  -0.9%, 21.1%, 30.5%[activator], -1.5%, -11.2%, -0.2%, -1.4%, 9.3%
- CCOC(=O)C1=C(C)OC(N)=C(C(=O)OC)C12C(=O)Nc1ccc(Br)cc12 (configuration not stated)
  -19.6%, -14.1%, 2.4%, 12.8%, 17.1%, ?, ?, 0.2%
- COc1ccc(CN2CCN(c3ncnc4sc5c(c34)CCCC5)CC2)cc1F
  -12.2%, nt, nt, nt, -20.8%, ?, 1.4%, nt
- CC(C)C(=O)Nc1ccc(N2CCN(C)CC2)c(F)c1
  13.6%, -25.8%[1.9 µM], ?, 1.6%[9.22 µM], 5.0%, 7.2%, 7.9%, 5.0%
- CCCCn1c(O)c(C=Nc2c(C)n(C)n(-c3ccccc3)c2=O)c(=O)[nH]c1=O
  2.2%, -13.5%, -7.3%, -1.8%, -5.6%, -3.5%, 3.8%, 10.4%
- Cc1ccccc1NC(=O)NCCN1CC1
  -2.0%, 0.2%[10 µM], -8.1%, 30.3%[9.22 µM], nt, nt, -4.7%, nt
- O=C(Nc1ccc(Cl)cc1)O/N=C(\c1ccccc1)c1ccccn1
  -12.8%, -4.7%, ?, -3.7%, 6.5%, -6.3%, -4.6%, 9.0%
- O=c1[nH]c(=O)n(C2CCCCC2)c(O)c1C=Nc1ccc(N2CCOCC2)cc1
  6.9%, -1.5%[10 µM], -1.4%, -7.8%, 3.7%, 4.6%, 2.5%, -0.4%
- O=C(c1ccccc1)C1CCCN(Cc2nc(-c3cnccn3)no2)C1 (configuration not stated)
  2.0%, nt, 25.4%, nt, -9.9%, -3.3%, 1.9%, 0.5%
- O=C1NC(=O)N(c2cccc(Br)c2)C(=O)/C1=C/c1ccsc1
  -15.1%, -26.2%, -19.6%, 12.0%, nt, ?, -9.3%, ?
- COc1cc(CN2C(=O)NC(=O)C3(Cc4cc(C)ccc4N(C)C3)C2=O)cc(OC)c1 (configuration not stated)
  -10.2%, -5.6%[0.074 µM], 0.2%, -19.8%, 16.5%, ?, -2.0%, ?
- COP(=O)(OC)C(NS(=O)(=O)c1ccccc1)C(Cl)(Cl)Cl (configuration not stated)
  2.0%, 23.6%[10 µM], 3.9%, 4.8%[9.22 µM], 2.6%, -0.2%, -5.4%, 5.5%
- O=C1NC(=S)N(c2ccc(Br)cc2)C(=O)/C1=C/N1CCN(C(=O)c2ccco2)CC1
  -7.4%, -6.2%, 3.1%, -12.0%[9.22 µM], -16.0%, ?, -9.9%, ?
- Cc1ccc(-c2nn3c(C)nnc3c3ccccc23)cc1S(=O)(=O)NCCO
  -1.8%&-7.3%, 6.0%[10 µM], ?, 14.3%[9.22 µM], ?, -7.5%&-2.2%, -0.7%&-4.6%, 6.7%
- CO/C1=C\C(C)=C\[C@@H](C)[C@@H](O)[C@@H](C)C/C(C)=C/C=C\[C@H](OC)C([C@@H](C)[C@@H](O)[C@H](C)[C@@]2(O)C[C@@H](O)[C@H](C)C(C(C)C)O2)OC1=O (some centres not stated)
  -1.5%[2.34 µM], -170.2%[inhibitor][1.9 µM], nt, nt, nt, -7.1%[2.31 µM], 3.0%[2.34 µM], 3.4%[2.48 µM]
- ClC(Cl)(Cl)Cl
  nt, 11.1%&23.2%, nt, -8.6%, 7.9%&0.5%, nt, nt, 6.9%&18.9%
- CC(=O)c1ccc(-c2ccc(Cn3c(C)nc4cc(N)c(C)nc43)cc2)cc1
  10.8%[2.34 µM], -5.2%[10 µM], ?, -4.4%[9.22 µM], nt, ?, -9.5%, ?
- COP(=S)(OC)SCN1C(=O)c2ccccc2C1=O
  -19.0%, -8.5%, -9.0%, 5.8%, -2.5%, 35.5µM*, ?, ?
- Cn1cnc([N+](=O)[O-])c1Sc1ccc([N+](=O)[O-])cc1
  -18.8%, 13.9%, -0.2%, -0.8%[9.22 µM], -17.1%, ?, -0.8%, 7.94µM*
- Cc1cc(C(=O)O)c(C)n1C1CC1
  -3.8%, -2.4%[10 µM], -22.8%, -3.6%[9.22 µM], nt, -1.0%, -2.3%, nt

Assay outcomes (PubChem BioAssay)
